# GASC1 inh: inhibitors of human demethylase GASC-1 KDM4C; Q9H3R0; GST-KDM4C 2-372, H3K9me3 peptide, LANCE TR-FRET; inhibition, % at 12.5 µM; actives 0.15% (n = 96,000); AID 720574;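 active = mean replicate inhibition above about 25%, with at least 55% of replicates also reaching it, limit read from the data, passing the limit was not always enough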
# Target sequence (Q9H3R0 2-372 limits assumed): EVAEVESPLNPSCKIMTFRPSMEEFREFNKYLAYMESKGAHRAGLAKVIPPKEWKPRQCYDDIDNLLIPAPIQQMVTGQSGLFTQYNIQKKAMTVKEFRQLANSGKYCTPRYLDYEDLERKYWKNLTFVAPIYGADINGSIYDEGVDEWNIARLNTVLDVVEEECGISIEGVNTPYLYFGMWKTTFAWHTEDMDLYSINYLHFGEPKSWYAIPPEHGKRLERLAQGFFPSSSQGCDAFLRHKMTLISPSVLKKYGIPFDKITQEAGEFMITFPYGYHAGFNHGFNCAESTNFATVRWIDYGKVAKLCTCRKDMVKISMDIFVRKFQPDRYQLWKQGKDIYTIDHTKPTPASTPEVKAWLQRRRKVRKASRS
#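 Compound: one test concentration per compound; Material: GST-GASC-1 enzyme fragment 2-372; Amount: GASC-1 enzyme at 10 nM final in reaction; Also added: H3K9me3 peptide substrate, Fe(II), 2-oxoglutarate; Technique: LANCE TR-FRET; Times: 30 min demethylation and 1 h detection at room temperature.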
# T cruzi growth: inhibitors of T. cruzi proliferation; T. cruzi beta-gal in NIH3T3, GalScreen luminescence, 90 h; actives 5.9% (n = 77,000); inhibition, % at 8.34 µM;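 active = mean inhibition above about 93%, with at least 55% of replicates each passing it, limit read from the data, passing the limit was not always enough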
# C diff HTS: inhibitors of Clostridium difficile growth | Clostridium difficile clinical isolate growth, OD600, 24 h; hits give low values | growth activity, negative = inhibition, % at 16 µg/mL (by protocol) | actives 0.25% (n = 86,000);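 active = mean growth activity at or below -80% and every replicate also at or below -80%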;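 note: 0% = DMSO wells and -100% = levofloxacin 16 µg/mL wells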
# Pf Dd2 growth: P. falciparum Dd2 growth inhibition | SYBR Green, 72 h; hits give low values | activity change, % at 10 µM | actives 2.3% (n = 94,000); in the data active = activity change below about -80%
# Numbers without * were called inactive; . = no result given; & = joins results of further samples. No enrichment for hits. Share with any hit: about 7.3%.
mol | GASC1 inh | T cruzi growth | C diff HTS | Pf Dd2 growth
C[C@H]1CCCCO[C@@H](CN(C)Cc2ccccc2)[C@@H](C)CN([C@@H](C)CO)C(=O)c2cc(NC(=O)Nc3cccc4ccccc34)ccc2O1 | 0.6 | 109* | 3 | -25
O=C(Nc1ccc2c(c1)[C@@H]1C[C@@H](CC(=O)N3CCOCC3)O[C@H](CO)[C@@H]1O2)Nc1ccccc1F | 0.5 | -59 | -7 | 8
CN(C)C(=O)c1cccc(-c2ccc([C@H]3[C@H](CO)N4CCCCN(Cc5cccnc5)C[C@@H]34)cc2)c1 | -0.6 | 101* | -10 | 12
C[C@H](CO)N1C[C@H](C)[C@H](CN(C)C(=O)Nc2ccc(C(F)(F)F)cc2)Oc2ccc(NC(=O)C3CC3)cc2CC1=O | -1.9 | 87 | 0 | -9
COCC(=O)Nc1ccc2c(c1)[C@H]1C[C@@H](CC(=O)N3CCCCC3)O[C@@H](CO)[C@H]1O2 | 2.1 | 2 | -1 | 16
O=C(Nc1ccccc1F)N1CC(=O)N2[C@H](CO)[C@H](c3ccc(C#CC4CC4)cc3)[C@H]2C1 | 0.3 | . | 5 | -19
Cc1cccc(CN(C)C[C@@H]2Oc3ncc(-c4cc5ccccc5o4)cc3C(=O)N([C@H](C)CO)C[C@@H]2C)c1 | 0.4 | 99* | 21 | -63
COCC(=O)Nc1ccc2c(c1)C(=O)N(C)C[C@H](OC)[C@H](C)CN(Cc1ccccc1OC)[C@H](C)CO2 | 0.6 | -61 | 1 | 4
O=C(C[C@@H]1CC[C@@H]2[C@H](COC[C@H](O)CN2C(=O)c2ccc3c(c2)OCO3)O1)NC1CCCC1 | 0.8 | -5 | 0&-2 | 12
CO[C@@H]1CN(C)C(=O)c2ccc(NC(=O)C3CC3)cc2OC[C@@H](C)N(Cc2cccc(F)c2)C[C@@H]1C | 2.3 | 48 | -1 | -29
CCC(=O)N1CC2(CN(C(=O)NC(C)C)C2)c2c(n(C)c3cc(OC)ccc23)[C@@H]1CO | 0.2 | . | -4 | -2
COC(=O)[C@H]1[C@H](CO)[C@H]2Cn3c(ccc(-c4ccc(F)cc4)c3=O)[C@H]2N1S(C)(=O)=O | -1.5 | 48 | -5 | -2
C[C@@H]1CN([C@H](C)CO)S(=O)(=O)c2ccc(Br)cc2O[C@H]1CN(C)CC1CCOCC1 | . | 105&72 | -3&30 | 11&27
O=C(C[C@@H]1CC[C@H](NC(=O)Nc2ccccc2)[C@@H](CO)O1)NCc1cccc(F)c1 | -0.7 | . | 1 | 11
C[C@@H]1CN([C@@H](C)CO)S(=O)(=O)c2ccc(C3=CCCC3)cc2O[C@@H]1CN(C)C(=O)Nc1ccc2c(c1)OCO2 | 1.1 | 81 | 0 | -22
C[C@H](CO)N1C[C@H](C)[C@@H](CN(C)Cc2ccc(-c3ccccc3)cc2)Oc2cc(C#CC(C)(C)O)ccc2S1(=O)=O | -0.4 | 117* | 2 | -73
CO[C@H]1CN(C)C(=O)c2cc(NC(=O)Nc3ccccc3F)ccc2OC[C@@H](C)N(Cc2ccccc2C(=O)O)C[C@H]1C | 0.3 | . | . | 42
O=C(C[C@@H]1C[C@H]2c3cc(NC(=O)C4CCOCC4)ccc3O[C@H]2[C@H](CO)O1)NCCc1ccccc1 | -2.0 | -42 | -3 | -11
CC(=O)N1[C@@H]2c3ccc(-c4ccc(F)cc4)c(=O)n3C[C@@H]2[C@@H](CO)[C@@H]1C(=O)NC1CCC1 | -0.3 | 74 | 2 | .
C[C@@H]1CN([C@@H](C)CO)C(=O)c2cc(NC(=O)NC3CCCCC3)ccc2O[C@@H]1CN(C)S(=O)(=O)c1ccccc1 | 0.3 | . | -13 | 20
C[C@H]1CN([C@@H](C)CO)C(=O)Cc2cc(NC(=O)Nc3cccc4ccccc34)ccc2O[C@H]1CN(C)Cc1ccc2c(c1)OCO2 | -1.1 | 16 | 3 | 8
C[C@@H]1CN([C@@H](C)CO)C(=O)c2cc(-c3cncnc3)cnc2O[C@H]1CN(C)Cc1ccncc1 | 4.7 | -5 | 3 | 37
COc1ccc2c3c([nH]c2c1)[C@H](CO)N(S(C)(=O)=O)CC31CN(CC2CC2)C1 | -2.1 | . | -1 | 49
COc1ccc2c3c([nH]c2c1)[C@H](CO)N(C(=O)Nc1ccccc1F)CC31CCN(C(C)=O)CC1 | 1.4 | . | -8 | -55
C[C@@H]1CN([C@@H](C)CO)S(=O)(=O)c2ccc(-c3ccccc3)cc2O[C@H]1CN(C)Cc1cccnc1 | 0.0 | 103* | -12 | -62
CO[C@H]1CN(C)C(=O)c2ccc(NC(=O)Nc3ccccc3)cc2OC[C@@H](C)N(C(C)=O)C[C@@H]1C | 0.6 | 57 | -3 | .
C[C@@H]1CCCCO[C@H](CN(C)S(C)(=O)=O)[C@@H](C)CN([C@H](C)CO)C(=O)c2cc(N(C)C)ccc2O1 | 4.3 | 30 | -2 | 6
COCC(=O)Nc1ccc2c(c1)OC[C@@H](C)N(Cc1cc(F)ccc1F)C[C@@H](C)[C@H](OC)CN(C)C2=O | 0.5 | 47 | . | -71
C[C@@H]1CCCCO[C@H](CN(C)C(=O)Nc2ccc(F)cc2)[C@H](C)CN([C@@H](C)CO)C(=O)c2cc(NC(=O)CCCN(C)C)ccc2O1 | 1.4 | 17 | 4 | 18
C[C@H]1CN([C@@H](C)CO)C(=O)Cc2cc(NC(=O)CCCCCC(=O)Nc3ccccc3N)ccc2O[C@H]1CN(C)Cc1ccc(Oc2ccccc2)cc1 | -1.7 | 11 | -2 | -85*
Cc1ccc(S(=O)(=O)N(C)C[C@@H]2Oc3c(NC(=O)c4cc(C)nn4C)cccc3C(=O)N([C@@H](C)CO)C[C@H]2C)cc1 | 0.3 | 28 | 4 | 16
C[C@@H]1CN([C@@H](C)CO)C(=O)c2cc(NC(=O)Nc3ccc(C(F)(F)F)cc3)ccc2O[C@@H]1CN(C)C(=O)NC1CCCCC1 | -0.8 | . | 17 | -4
Cc1noc(C)c1NC(=O)Nc1ccc2c(c1)C(=O)N([C@H](C)CO)C[C@H](C)[C@@H](CN(C)C)OCCCC[C@H](C)O2 | 0.9 | 16 | 1 | 35
C[C@H](CO)N1C[C@H](C)[C@H](CN(C)C(=O)c2ccccc2)OCCCC[C@H](C)Oc2ccc(NC(=O)Nc3ccc(F)cc3)cc2C1=O | 1.1 | 86 | -10 | 31
COc1ccc(NC(=O)N(C)C[C@@H]2OCCCC[C@@H](C)Oc3ccc(NS(=O)(=O)c4ccc(F)cc4)cc3C(=O)N([C@H](C)CO)C[C@H]2C)cc1 | 13 | 11 | -2 | -4
CC(=O)N1[C@H](CO)[C@H](c2ccc(C3=CCCC3)cc2)[C@H]1CNC(=O)CC1CC1 | -1.9 | . | -1 | -5
Cc1noc(C)c1NC(=O)N(C)C[C@@H]1OCc2cn(nn2)CCCC(=O)N([C@@H](C)CO)C[C@@H]1C | 0.9 | 26 | -1 | 19
C[C@@H]1CN([C@@H](C)CO)C(=O)c2cc(NC(=O)C3CCCCC3)ccc2O[C@@H]1CN(C)Cc1ccncc1 | -0.3 | 49 | -1 | 3
COc1ccc(NC(=O)N(C)C[C@@H]2Oc3c(NC(=O)Nc4ccc(C(F)(F)F)cc4)cccc3C(=O)N([C@@H](C)CO)C[C@H]2C)cc1 | 0.4 | -60 | . | 11
C[C@H](CO)N1C[C@H](C)[C@@H](CN(C)Cc2cccnc2)Oc2cc(C#CCN(C)C)ccc2S1(=O)=O | 3.2 | 104* | 1 | -49
COCC(=O)N1CC2(C1)[C@@H](c1ccc(-c3ccc(F)cc3)cc1)[C@@H](CO)N2C(=O)C1CC1 | 0.5 | . | -6 | -47
O=C(C[C@@H]1C=C[C@H](NC(=O)C2CC2)[C@H](CO)O1)NC1CCC1 | -0.3 | -1 | . | 30
COc1ccc(NC(=O)N(C)C[C@H]2OCCCC[C@@H](C)Oc3ccc(NC(=O)Nc4ccc5c(c4)OCO5)cc3C(=O)N([C@@H](C)CO)C[C@H]2C)cc1 | 2.2 | 68 | -2 | -47
COc1ccc(CN(C)C[C@H]2Oc3ccc(NS(=O)(=O)c4ccc(OC)cc4)cc3CC(=O)N([C@H](C)CO)C[C@H]2C)cc1 | -0.2 | 84 | -14 | 13
COc1ccc(CN(C)C[C@H]2Oc3ccc(NS(=O)(=O)c4ccc(C)cc4)cc3C(=O)N([C@H](C)CO)C[C@H]2C)cc1 | 0.6 | 48 | 3 | 24
CO[C@@H]1CN(C)C(=O)c2ccc(NC(=O)C3CCC3)cc2OC[C@H](C)N(Cc2cccnc2)C[C@@H]1C | 0.3 | -8 | . | .
Cc1noc(C)c1NC(=O)Nc1ccc2c(c1)C(=O)N([C@@H](C)CO)C[C@@H](C)[C@@H](CN(C)S(=O)(=O)c1ccccc1)OCCCC[C@H](C)O2 | -0.7 | 4 | 5 | -55
COCC(=O)N(C)C[C@H]1Oc2ncc(-c3ccccc3F)cc2C(=O)N([C@@H](C)CO)C[C@@H]1C | -0.1 | . | -4 | 27
CCC(=O)N1CC(=O)N2[C@H](CO)[C@H](c3ccc(C#Cc4cccc(OC)c4)cc3)[C@@H]2C1 | 0.2 | . | 10 | 2
CCS(=O)(=O)N1CC2(CN(Cc3ccccc3F)[C@H](CO)c3c2c2ccc(OC)cc2n3C)C1 | 0.4 | . | 3 | -8
CCCNC(=O)C[C@H]1CC[C@H]2[C@@H](COc3ccc(NC(=O)Nc4ccccc4F)cc3C(=O)N2C)O1 | -0.8 | 28 | -6 | 4
C[C@@H]1CN([C@@H](C)CO)C(=O)Cc2cc(NC(=O)Nc3ccc4c(c3)OCO4)ccc2O[C@H]1CN(C)C(=O)Nc1ccccc1 | 1.2 | 6 | -9 | 2
CC(C)CC#Cc1ccc2c(c1)O[C@H](CN(C)S(=O)(=O)c1cccc(F)c1)[C@@H](C)CN([C@@H](C)CO)S2(=O)=O | 5.5 | 119* | 8 | -75
O=C(CC(F)(F)F)N1C[C@@H]2[C@H](c3ccccc31)[C@@H](CO)N2C(=O)Cc1cccnc1 | 1.3 | 4 | -2 | 9
COc1cccc(S(=O)(=O)N[C@@H]2C=C[C@H](CC(=O)NCc3ccccc3)O[C@@H]2CO)c1 | -3.7 | . | 3 | 11
Cc1cccc(-c2ccc([C@H]3[C@H](CO)N4CCCCN(CCC(F)(F)F)C[C@@H]34)cc2)c1 | -1.7 | 108* | 30 | -71
CN1C(=O)c2cc(NC(=O)c3cnccn3)ccc2OC[C@@H]2O[C@@H](CC(=O)O)CC[C@@H]21 | 3.3 | 14 | 4 | -8
Cc1noc(C)c1S(=O)(=O)Nc1cccc2c1O[C@H](CN(C)S(=O)(=O)c1cn(C)cn1)[C@H](C)CN([C@@H](C)CO)C2=O | 1.9 | -15 | 1 | 15
CO[C@H]1CN(C)C(=O)c2cc(NC(=O)c3ccc(F)cc3)ccc2OC[C@H](C)NC[C@H]1C | -0.2 | -4 | 0 | -4
CC(C)CC#Cc1ccc2c(c1)O[C@H](CN(C)C(=O)Nc1ccccc1)[C@H](C)CN([C@@H](C)CO)S2(=O)=O | -1.3 | 107* | -1 | -33

# A different layout for some results above.
# Results follow in this order: GASC1 inh	T cruzi growth	C diff HTS	Pf Dd2 growth
C[C@@H]1CCCCO[C@H](CN(C)S(C)(=O)=O)[C@@H](C)CN([C@H](C)CO)C(=O)c2cc(N(C)C)ccc2O1
  4.3	30	-2	6
CO[C@H]1CN(C)C(=O)c2ccc(NC(=O)Nc3ccccc3)cc2OC[C@@H](C)N(C(C)=O)C[C@@H]1C
  0.6	57	-3	.
CC(=O)N1[C@@H]2c3ccc(-c4ccc(F)cc4)c(=O)n3C[C@@H]2[C@@H](CO)[C@@H]1C(=O)NC1CCC1
  -0.3	74	2	.

# (next part)
mol | GASC1 inh | T cruzi growth | C diff HTS | Pf Dd2 growth
CC=Cc1ccc2n(c1=O)C[C@H]1[C@H](CO)[C@@H](C(=O)NCC)N(Cc3ccccc3Cl)[C@@H]21 (mixture of isomers) | 2.3 | -96 | -2 | .
CC(=O)N(C)C[C@@H]1Oc2cc(C#C[C@@H](C)O)ccc2S(=O)(=O)N([C@@H](C)CO)C[C@H]1C | -0.4 | 23 | 1 | 31
CN(C)C(=O)C[C@@H]1C[C@@H]2c3cc(NS(=O)(=O)c4ccccc4)ccc3O[C@@H]2[C@H](CO)O1 | -0.1 | 3 | -1 | 2
COc1ccccc1CNC(=O)C[C@H]1C[C@@H]2c3cc(N(C)C)ccc3O[C@@H]2[C@@H](CO)O1 | 16 | 88 | -5 | -59
Cc1ccccc1S(=O)(=O)N1C[C@@H](O)COC[C@H]2O[C@@H](CC(=O)N3CCN(C)CC3)CC[C@@H]21 | -1.6 | 87 | -4&-7 | .
C[C@@H]1CN([C@H](C)CO)C(=O)c2cc(C#CC3CCCCC3)cnc2O[C@@H]1CN(C)Cc1cccnc1 | 1.0 | . | 2 | -32
CCCNC(=O)N1CC2(C1)CN(C(=O)CC)[C@@H](CO)c1c2c2ccc(OC)cc2n1C | 3.2 | . | 52 | 30
CO[C@H]1CN(C)C(=O)c2cc(NC(=O)CC(F)(F)F)ccc2OC[C@@H](C)NC[C@@H]1C | 0.9 | . | -2 | 22
C/C=C/c1ccc([C@@H]2[C@@H](C#N)N(S(=O)(=O)c3cccc(F)c3)[C@@H]2CO)cc1 | -0.6 | 107* | 1 | -35
CC(C)NC(=O)Nc1ccc2c(c1)C(=O)N([C@H](C)CO)C[C@@H](C)[C@H](CN(C)CC1CCCCC1)O2 | 1.1 | -17 | -1 | -5
CC(=O)N(C)C[C@@H]1Oc2ncc(-c3ccccc3C)cc2C(=O)N([C@@H](C)CO)C[C@@H]1C | -1.0 | 3 | 0 | 33

# Screening results as filed in PubChem.
